HCV core dimer: HCV core protein dimerization inhibition | TR-FRET GST/Flag-core106 dimerization, 1536-well | inhibition, % at 5 µM | hit rate 0.33% among 300,000 | AID 1899;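 active means inhibition above the mean of all tested compounds plus 3 SD, set per screening campaign, cut at about 45% in these data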
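test system = GST/Flag-tagged HCV core106 proteins | probe or stimulus = Eu donor and XL665 acceptor anti-tag antibodies | times = compound-protein-antibody incubation 4 h at 22.5 °C | signal = TR-FRET, excitation 340 nm, emission 617 and 671 nm | measure = percent inhibition of core106 dimerization signal | controls = wells lacking GST-core106 and wells with excess unlabelled core106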
Fh CTSL1 inh: blocks F. hepatica cathepsin L1 in PFM18AAP counter-screen. inhibition, % at 5.96 µM. hit rate 0.49% among 300,000. AID 1906. recombinant F. hepatica cathepsin L1, Z-Leu-Arg-MCA fluorescence;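 active means inhibition above the mean of all tested compounds plus 3 SD, set per screening campaign, cut at about 17% in these data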;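 further: 0% = plate median of test compound wells and 100% = 1 µM Z-Phe-Ala-diazomethylketone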
TPT1 inhibitor: C. albicans TPT1 enzyme inhibition; recombinant caTPT1, FP RNA substrate dephosphorylation; inhibition, % at 5 µM; hit rate 0.81% among 300,000; AID 1962;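 active means inhibition above the mean of all tested compounds plus 3 SD, set per screening campaign, cut at about 24% in these data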;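 further: plate controls were DMSO alone for no effect and ferristatin control at 100 nM for full effect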
PP1 inh: counter-screen for PP5 inhibitors: inhibitors of human PP1-alpha | inhibition, % at 6.7 µM | hit rate 0.9% among 320,000 | purified PP1alpha, OMFP fluorescence;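 active means inhibition above the mean inhibition of all tested compounds plus 3 SD, computed separately for each screening campaign, cut at about 15% in these data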
JMJD2C inh: inhibitors of human GASC-1 (JMJD2C) demethylase; Q9H3R0; GST-JMJD2C(1-420) H3K9me3 demethylation, DELFIA europium; inhibition, % at 2.35 µM; hit rate 0.069% among 330,000; AID 2099;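 active means more than half of a compound's replicate wells show inhibition beyond 50%, single wells judged on their own value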;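 further: signal counts dimethyl H3K9 product captured on neutravidin plate; 0% = median of DMSO wells and 100% = 0.3 times that DMSO median; strong numbers were not always called active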
Target sequence (Q9H3R0 1-420 limits assumed): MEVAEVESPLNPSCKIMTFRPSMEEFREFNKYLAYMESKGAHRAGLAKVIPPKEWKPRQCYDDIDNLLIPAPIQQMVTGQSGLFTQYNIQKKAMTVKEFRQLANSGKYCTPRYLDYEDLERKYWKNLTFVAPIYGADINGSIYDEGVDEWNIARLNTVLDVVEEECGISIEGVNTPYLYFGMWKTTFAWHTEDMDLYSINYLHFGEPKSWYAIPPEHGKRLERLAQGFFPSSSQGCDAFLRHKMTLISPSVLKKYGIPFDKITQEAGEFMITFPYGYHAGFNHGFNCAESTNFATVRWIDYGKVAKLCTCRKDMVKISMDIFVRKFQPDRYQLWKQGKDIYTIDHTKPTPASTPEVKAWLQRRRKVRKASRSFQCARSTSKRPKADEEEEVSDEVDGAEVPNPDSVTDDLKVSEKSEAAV
procasp3 activ: activators of human procaspase-3. P42574. recombinant procaspase-3 D3A, Ac-DEVD-pNA absorbance 405 nm. activation, % at 8.5 µM. hit rate 0.11% among 330,000;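 active means activation above the mean of all tested compounds plus 3 SD, cut at about 21% in these data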;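 further: 0% = DMSO alone and 100% = DMSO wells spiked with extra 5 µM PC-3 D3A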
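Assay system – Procaspase-3 D3A mutant, all three cleavage aspartates alanine · Controls – DMSO-only low control, 5 µM PC-3 D3A high control · Schedule – 1 h compound preincubation, 2 h substrate hydrolysis at 25 °C · Signal – 405 nm absorbance of p-nitroaniline, reads at 0 and 120 min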
PP5 primary: blocks human protein phosphatase 5 activity; P53041; purified PP5c, OMFP substrate fluorescence; inhibition, % at 6.7 µM; hit rate 0.18% among 320,000;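 active means inhibition above the campaign's mean inhibition across all tested compounds plus 3 SD, cut at about 9.5% in these data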;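 further: 0% = DMSO only and 100% = 100 µM cantharidin control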
Target sequence (P53041 whole entry, looked up): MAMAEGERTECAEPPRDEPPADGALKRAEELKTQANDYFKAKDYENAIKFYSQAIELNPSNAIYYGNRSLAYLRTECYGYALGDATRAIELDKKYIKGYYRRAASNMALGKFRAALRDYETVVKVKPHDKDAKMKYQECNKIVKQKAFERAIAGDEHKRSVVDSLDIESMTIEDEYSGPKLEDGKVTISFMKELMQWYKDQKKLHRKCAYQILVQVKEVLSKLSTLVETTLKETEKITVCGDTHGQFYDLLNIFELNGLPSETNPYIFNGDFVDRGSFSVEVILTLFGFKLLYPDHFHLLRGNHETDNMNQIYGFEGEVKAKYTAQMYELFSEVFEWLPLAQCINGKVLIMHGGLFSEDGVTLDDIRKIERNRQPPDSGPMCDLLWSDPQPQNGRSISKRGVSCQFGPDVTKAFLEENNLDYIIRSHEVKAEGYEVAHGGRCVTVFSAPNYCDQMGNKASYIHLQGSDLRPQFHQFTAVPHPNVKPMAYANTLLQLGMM
Efflux pump inh: antifungal efflux pump inhibition, Nile Red retention | AID 485275 | S. cerevisiae Candida pump triplex | inhibition, % at 10 µM | hit rate 0.44% among 330,000;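 active means plate passing quality check with inhibition over a set limit, or well fluorescence over plate mean plus 4 SD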;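 further: Nile Red retained in pooled yeast measured as flow cytometry median fluorescence; 0% = buffer negative control and 100% = Enniatin B positive control; higher means more Nile Red kept so more efflux inhibition; some compounds called inactive have numbers as strong as hits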
procasp7 counter: counter-screen for procaspase-3 activators: activators of human procaspase-7; recombinant procaspase-7, Ac-DEVD-pNA absorbance 405 nm; D23A/D198A/D206A triple mutant, cannot self-cleave; scale: DMSO 0, 5 µM enzyme 100; activation, % at 8.5 µM; hit rate 0.093% among 330,000; AID 463210; P55210;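 active means percent activation above the screen-wide mean plus 3 SD, cut at about 25% in these data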
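Assay system: Uncleavable procaspase-7 mutant enzyme / Input: 2 µM procaspase-7 mutant as dispensed / Dosing: single nominal 8.5 µM compound dose, 0.8% DMSO final / Timing: 1 h enzyme–compound preincubation and 2 h substrate reaction, both 25 °C / Detection: p-Nitroaniline absorbance at 405 nm, read at 0 and 120 min / Replication: singlicate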
The depositor's hits bear a star. No enrichment for hits; overall some 2.9% were active at least once.

Screening CS(=O)(=O)N1CCN(c2ccccc2NC(=O)c2ccco2)CC1 returned HCV core dimer -2.1, Fh CTSL1 inh -0.3, TPT1 inhibitor 0.3, PP1 inh 1.5, JMJD2C inh -23.8, procasp3 activ 3.2, PP5 primary 0.5, Efflux pump inh 0.0 and procasp7 counter 2.0.
Screening CS(=O)(=O)c1ccc(C(=O)NNC(=O)c2ccccc2-n2cccc2)cc1 returned PP1 inh -4.0, JMJD2C inh 11.1, procasp3 activ 12.3, PP5 primary 2.7, Efflux pump inh -0.3 and procasp7 counter 8.3.
COc1cc(C(=O)NNC(=O)C2CCCC2)cc(OC)c1OC was read as HCV core dimer -4.7, Fh CTSL1 inh 1.5, TPT1 inhibitor -0.3, PP1 inh -0.3, JMJD2C inh -2.5, procasp3 activ 5.6, PP5 primary -0.2, Efflux pump inh -0.2 and procasp7 counter -5.0.
`CC1CCN(S(=O)(=O)c2ccccc2)CC1` gave HCV core dimer -1.6, Fh CTSL1 inh 0.0, TPT1 inhibitor 0.2, PP1 inh 0.4, JMJD2C inh -13.1, procasp3 activ -3.8, PP5 primary 2.2, Efflux pump inh 0.0 and procasp7 counter -10.0.
Screening CCCCCCCCOc1ccc(C2OC34CCCCC3C(C#N)(C#N)C2(C#N)C(=N)O4)cc1 (stereo unspecified) returned HCV core dimer 14.3, Fh CTSL1 inh 4.0, TPT1 inhibitor -87.6, PP1 inh -0.9, JMJD2C inh 1.4, procasp3 activ -7.4, PP5 primary 0.3, Efflux pump inh 0.1 and procasp7 counter -8.0.
`CC1(C)Cc2c(c(-c3ccco3)nc3sc4c(NCC5CCCO5)ncnc4c23)CO1` (stereo unspecified) gave HCV core dimer 16.4, Fh CTSL1 inh 4.8, TPT1 inhibitor 1.8, PP1 inh 0.8, JMJD2C inh -34.6, procasp3 activ -5.1, PP5 primary 0.7, Efflux pump inh -0.5 and procasp7 counter -16.5.
For CCn1cc(C(=O)Nc2ccccc2C(=O)OC)cn1 the results were HCV core dimer -15.3, Fh CTSL1 inh -3.3, TPT1 inhibitor -0.9, PP1 inh 3.0, JMJD2C inh 1.5, procasp3 activ 0.1, PP5 primary 4.0, Efflux pump inh 0.2 and procasp7 counter 7.5.
For CCOc1ccc(NS(=O)(=O)c2cc(C(=O)NCCCN3CCCC3=O)ccc2C)cc1 the results were PP1 inh -0.4, JMJD2C inh 0.4, procasp3 activ 4.2, PP5 primary -1.1, Efflux pump inh -0.1 and procasp7 counter 9.9.
Screening CC(C)c1ccc(/C=C2\SC(=O)N(CC(=O)NC3CCS(=O)(=O)C3)C2=O)cc1 (stereo unspecified) returned HCV core dimer 26.5, Fh CTSL1 inh 1.2, TPT1 inhibitor 1.9, PP1 inh -1.8, JMJD2C inh 2.2, procasp3 activ 13.0, PP5 primary -0.3, Efflux pump inh -0.1 and procasp7 counter 4.5.
`COc1ccc(Cl)cc1NC(=S)N(Cc1cccnc1)Cc1ccco1` gave HCV core dimer 1.0, Fh CTSL1 inh 2.3, TPT1 inhibitor -0.8, PP1 inh -4.3, JMJD2C inh -2.3, procasp3 activ 10.5, PP5 primary 0.0, Efflux pump inh -0.1 and procasp7 counter -6.2.
Screening O=C(Nc1ccc(S(=O)(=O)N2CCOCC2)cc1)C1CCCCC1 returned HCV core dimer 0.2, Fh CTSL1 inh 4.2, TPT1 inhibitor -2.0, PP1 inh -5.4, JMJD2C inh 3.7, procasp3 activ 5.8, PP5 primary 1.4, Efflux pump inh -0.7 and procasp7 counter 1.0.
`CCC(Oc1ccccc1OC)C(=O)N1CC(=O)Nc2ccccc21` (stereo unspecified) gave HCV core dimer -5.0, Fh CTSL1 inh -2.9, TPT1 inhibitor 0.0, PP1 inh -3.7, JMJD2C inh -7.9, procasp3 activ 6.6, PP5 primary -1.6, Efflux pump inh -0.1 and procasp7 counter -7.3.
For CCOC(=O)N(NC(=O)C(O)(CC(C)C)CC(C)C)c1ccccc1 the results were HCV core dimer -9.2, Fh CTSL1 inh 2.2, TPT1 inhibitor -0.7, PP1 inh 0.2, JMJD2C inh 3.1, procasp3 activ -1.0, PP5 primary 3.1, Efflux pump inh 0.5 and procasp7 counter 0.1.
CCOc1ccc(C(=O)COC(=O)c2nc3nccc(C)n3n2)cc1 was read as PP1 inh -0.3, JMJD2C inh 2.1, procasp3 activ 1.2, PP5 primary 1.0, Efflux pump inh -0.1 and procasp7 counter 3.0.
`COc1ccc(CCNC(=O)COC(=O)Cc2ccccc2[N+](=O)[O-])cc1` gave JMJD2C inh 3.8, procasp3 activ 10.1, Efflux pump inh 0.2 and procasp7 counter 2.0.
For NS(=O)(=O)c1ccc(NC(=O)CSc2ccc3ccccc3n2)cc1 the results were HCV core dimer 2.7, Fh CTSL1 inh -3.3, TPT1 inhibitor -2.0, PP1 inh -3.5, JMJD2C inh -21.0, procasp3 activ 3.7, PP5 primary 2.0, Efflux pump inh -0.1 and procasp7 counter 1.3.
Cc1cccc(C)c1NS(=O)(=O)c1ccc(OCCNS(C)(=O)=O)cc1 was read as HCV core dimer -1.5, Fh CTSL1 inh 0.9, TPT1 inhibitor -6.0, PP1 inh -0.3, JMJD2C inh 4.5, procasp3 activ 2.7, PP5 primary 2.1, Efflux pump inh -0.1 and procasp7 counter 5.2.
O=C(NCCC(c1ccccc1)c1ccccc1)c1ccc(Br)o1 was read as HCV core dimer 16.2, Fh CTSL1 inh 1.5, TPT1 inhibitor 1.5, PP1 inh 2.7, JMJD2C inh -9.7, procasp3 activ -6.3, PP5 primary 2.2, Efflux pump inh 0.1 and procasp7 counter -9.3.
Screening Cc1ccccc1OCCn1cc(C=O)c2ccccc21 returned HCV core dimer -11.0, Fh CTSL1 inh -2.2, TPT1 inhibitor -5.2, PP1 inh 0.9, JMJD2C inh -17.9, procasp3 activ -1.4, PP5 primary 1.1, Efflux pump inh -0.6 and procasp7 counter 6.0.
`COc1cc(/C=c2\s/c(=C(/C#N)C(=O)N3CCCC3)n(-c3ccccc3)c2=O)ccc1O` gave HCV core dimer -7.0, Fh CTSL1 inh -3.9, TPT1 inhibitor 19.5, PP1 inh -6.7, JMJD2C inh 4.2, procasp3 activ 3.2, PP5 primary 2.4, Efflux pump inh 0.2 and procasp7 counter 1.7.
Screening O=C(N/N=C/c1ccccn1)c1cccnc1 returned HCV core dimer -6.2, Fh CTSL1 inh -1.6, TPT1 inhibitor -1.9, PP1 inh -6.2, JMJD2C inh 1.2, procasp3 activ -0.8, PP5 primary 3.3, Efflux pump inh -0.1 and procasp7 counter 4.1.
For CN1CCCC(OC(=O)COc2ccc(Br)cc2)C1 (stereo unspecified) the results were HCV core dimer 4.8, Fh CTSL1 inh -1.1, TPT1 inhibitor -4.0, PP1 inh -0.5, JMJD2C inh 2.4, procasp3 activ -2.7, PP5 primary -0.2, Efflux pump inh -0.1 and procasp7 counter 8.9.
Screening COCCn1c(SCC(=O)N2CCCCCC2)nc2c(c1=O)SCC2 returned HCV core dimer -6.7, Fh CTSL1 inh 2.3, TPT1 inhibitor 4.1, PP1 inh -1.7, JMJD2C inh -4.6, procasp3 activ 0.5, PP5 primary 3.7, Efflux pump inh -0.1 and procasp7 counter 3.4.
Screening COc1ccccc1OCCSc1nnnn1-c1ccc(C)cc1 returned HCV core dimer 1.8, Fh CTSL1 inh -3.4, TPT1 inhibitor -4.2, PP1 inh 5.4, JMJD2C inh 3.4, procasp3 activ -0.7, PP5 primary 3.5, Efflux pump inh 0.2 and procasp7 counter 9.8.
`Cc1cc(NC(=O)CN2C(=O)CCSc3ccccc32)no1` gave HCV core dimer -2.1, Fh CTSL1 inh -1.9, TPT1 inhibitor -1.0, PP1 inh 1.1, JMJD2C inh 3.6, procasp3 activ 9.2, PP5 primary -2.7, Efflux pump inh -0.1 and procasp7 counter -4.9.
For Cc1ccc(CCN2CC(C(=O)NCCCN3CCC(C)CC3)CC2=O)cc1 (stereo unspecified) the results were HCV core dimer -1.9, Fh CTSL1 inh -3.2, TPT1 inhibitor -0.3, PP1 inh 1.2, JMJD2C inh 5.1, procasp3 activ -3.2, PP5 primary -0.4, Efflux pump inh 0.1 and procasp7 counter 0.2.
For O=[N+]([O-])c1ccc(N2CCN(Cc3cccc([N+](=O)[O-])c3)CC2)cc1 the results were HCV core dimer 2.5, Fh CTSL1 inh 6.3, TPT1 inhibitor 0.3, PP1 inh 5.9, JMJD2C inh 9.9, procasp3 activ 0.9, PP5 primary 0.6, Efflux pump inh 0.0 and procasp7 counter -8.0.
COCCn1nnnc1C(c1cccs1)N1CCN(c2ccccc2)CC1 (stereo unspecified) was read as HCV core dimer 7.4, Fh CTSL1 inh 11.6, TPT1 inhibitor -4.4, PP1 inh 2.8, JMJD2C inh 11.7, procasp3 activ -13.6, PP5 primary -0.5, Efflux pump inh -0.1 and procasp7 counter -8.3.
`CCOC(=O)C1=C(C)N=C2SCCC(=O)N2C1c1cc(Br)ccc1OC` (stereo unspecified) gave HCV core dimer 2.8, Fh CTSL1 inh 0.7, TPT1 inhibitor 0.4, PP1 inh 4.9, JMJD2C inh -25.7, procasp3 activ -2.7, PP5 primary -0.4, Efflux pump inh -0.1 and procasp7 counter 7.2.
Screening Cc1ccc(C)c(NC(=O)CN(C)C(C)C(=O)N2CCCC2)c1 (stereo unspecified) returned JMJD2C inh -6.0, procasp3 activ 3.5, Efflux pump inh -0.1 and procasp7 counter 3.0.
Screening O=Cc1[nH]c2ccccc2c1N(C(=O)CCl)c1ccc([N+](=O)[O-])cc1 returned HCV core dimer 11.6, Fh CTSL1 inh 2.5, TPT1 inhibitor -6.7, PP1 inh 0.0, JMJD2C inh -3.1, procasp3 activ -4.0, PP5 primary -0.1, Efflux pump inh -0.1 and procasp7 counter -7.2.
For COc1ccc(C(C(=O)NC2CCCCC2)N(C(=O)c2snc(C(N)=O)c2N)c2ccccc2OC)cc1 (stereo unspecified) the results were HCV core dimer 17.0, Fh CTSL1 inh -2.1, TPT1 inhibitor 3.3, PP1 inh 10.8, JMJD2C inh 1.6, procasp3 activ -29.4, PP5 primary 2.4, Efflux pump inh -0.1 and procasp7 counter -9.6.
Screening O=C(NCCCN1CCN(CCCNC(=O)c2cc([N+](=O)[O-])ccc2Cl)CC1)c1cc([N+](=O)[O-])ccc1Cl returned HCV core dimer -10.1, Fh CTSL1 inh 6.7, TPT1 inhibitor -1.4, PP1 inh 4.6, JMJD2C inh -41.9, procasp3 activ -2.8, PP5 primary -2.3, Efflux pump inh -0.2 and procasp7 counter -9.2.
For O=C(N/N=C/c1ccco1)c1cc(-c2ccc(Cl)cc2)n[nH]1 the results were HCV core dimer 1.9, Fh CTSL1 inh -4.0, TPT1 inhibitor -2.5, PP1 inh -1.6, JMJD2C inh -2.7, procasp3 activ -3.4, PP5 primary 0.3, Efflux pump inh 0.1 and procasp7 counter 1.9.

Compound activity: PubChem, several laboratories
